RSV antiviral HEp-2: RSV antiviral activity via CPE protection, HEp-2 cells, primary 10 µM value included (AID 2391); actives 0.13% (n = 310,000); one-dose CPE inhibition, % at 10 µM; IC50 in µM for titrated hits; HEp-2 cells, RSV-induced CPE inhibition; higher % means a stronger effect; in the data active = a potency from the dose series; inconclusive = CPE inhibition mostly from about 23% at the one dose, without a potency; inactive = the rest, 99 in 100 with CPE inhibition below about 21%; note: strong numbers were not always called active
Rac1 GTP hydrolysis: MgcRacGAP GTPase-activating activity inhibitors, confirmation, biochemical, ADP Hunter fluorescence; MgcRacGAP-stimulated Rac1 GTP hydrolysis, ADP Hunter fluorescence; higher % means a stronger effect; GST-tagged Rac1 F28L mutant substrate; one-dose inhibition, % at 30 µM; IC50 in µM for titrated hits; actives 0.6% (n = 340,000);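 active = first-screen hits whose inhibition reached a set limit at any dose in the follow-up dose series; inconclusive = inhibition above the set first-screen limit but never retested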;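 note: fluorescence reports GDP produced by GAP-driven GTP hydrolysis; strong numbers were not always called active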
NTR1 agonist: agonists of NTR1, primary screen, imaging, U2OS cells, beta-arrestin-GFP, high content (AID 493036); actives 0.17% (n = 330,000); activation, % at 20 µM; NTR1-U2OS beta-arrestin-GFP spot imaging, agonist mode;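 active = activation at or above 40% of the spot to cytoplasm intensity ratio, with at least 20 cells analyzed; inconclusive = wells under 20 cells, flagged as cytotoxic or low count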;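 note: 0% = DMSO without peptide and 100% = 100 nM NTR1 peptide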
Target sequence (P30989 whole entry, looked up): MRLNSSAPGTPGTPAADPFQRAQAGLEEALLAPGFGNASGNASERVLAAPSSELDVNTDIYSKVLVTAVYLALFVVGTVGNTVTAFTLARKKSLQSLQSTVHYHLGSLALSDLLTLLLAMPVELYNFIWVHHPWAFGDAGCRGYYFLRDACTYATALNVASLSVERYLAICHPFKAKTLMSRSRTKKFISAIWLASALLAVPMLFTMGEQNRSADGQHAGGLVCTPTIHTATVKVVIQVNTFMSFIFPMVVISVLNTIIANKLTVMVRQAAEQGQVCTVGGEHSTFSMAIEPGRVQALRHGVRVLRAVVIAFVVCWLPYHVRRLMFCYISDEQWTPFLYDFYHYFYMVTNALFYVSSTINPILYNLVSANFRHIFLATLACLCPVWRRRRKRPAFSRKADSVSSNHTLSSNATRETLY
Large T inhibition: TAg ATPase/helicase activity blockers – biochemical (AID 1903). SV40 large T antigen ATPase/helicase inhibition assay; higher % means a stronger effect. inhibition, % at 20 µM; hits with a dose series show IC50 in µM. actives 0.39% (n = 310,000); in the data active = a potency from the dose series; inconclusive = inhibition mostly from about 32% at the one dose, without a potency; inactive = the rest, 99 in 100 with inhibition below about 32%; note: strong numbers were not always called active
Myeloid diff 2: compounds promoting myeloid differentiation. ER-HoxA9 myeloid progenitors, lysozyme-GFP differentiation, flow cytometry. calls only at 10 µM. actives 1% (n = 360,000);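 active = normalized GFP-positive differentiation at or above the plate's own cutoff, the solvent-only control mean plus 3 SD; inconclusive = no clear call, values can overlap the other calls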;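 note: cells exposed to compound for four days before flow analysis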
UTI89 phage lysis: inhibition of K1F phage lysis, E. coli UTI89, bacterial capsule biogenesis inhibitors, alamar blue (AID 488966); actives 0.02% (n = 340,000); one-dose inhibition, % at 100 µM; IC50 in µM for titrated hits; E. coli UTI89 K1F phage lysis, alamar blue, 2 h; higher % means a stronger effect;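 active = phage lysis inhibition, versus mean bacterial control, above a set limit; inconclusive = no clear call, values can overlap the other calls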;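 note: capsule biogenesis inhibitors block K1F phage lysis so surviving cells raise fluorescence; higher fluorescence means more inhibition of phage lysis; actives were called in the ten point dose series up to 300 µM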
Salmonella PhoP GFP: PhoP-dependent GFP reporter repression – Salmonella Typhimurium, primary screen (AID 1863); S. Typhimurium PhoP-regulated promoter GFP reporter, 4 h; higher % means a stronger effect; inhibition, % at 50 µM; hits with a dose series show IC50 in µM; actives 0.16% (n = 300,000);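 active = inhibition over 29.93%, a cutoff 3 SD above the screen mean, later confirmed by dose response; inconclusive = inhibition over 29.93% but no dose response follow-up; inactive = inhibition at most 29.93% or unconfirmed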;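 note: 0% = low Mg2+ inducing control and 100% = high Mg2+ repressing control; strong numbers were not always called active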
TNAP activation fold: human TNAP enzyme activators, primary screen, biochemical, luminescent, no phosphate acceptor, uHTS (AID 1001). actives 0.03% (n = 200,000). purified TNAP, luminescent activation assay, no phosphate acceptor; higher activation fold means a stronger effect. activation fold at 20 µM; hits with a dose series show EC50 in µM; in the data active = activation fold from about 3, or a potency from the dose series; inactive = the rest, 99 in 100 with activation fold below about 1.6; note: many of its hits are not listed in these tables
T cell modulator: modulates CD8 T cell binding to vesicles | actives 0.068% (n = 330,000) | 2C CD8+ T cell-vesicle binding, flow cytometry; hits give low values | calls only at 7 µM;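 active = response, share of CD8 T cells binding vesicles, and their 90th percentile fluorescence all below set limits, cut at about 80% in these data, passing the limit was not always enough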
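Read-out – percent CD8+ FL2 mean versus row control · System – murine 2C transgenic CD8+ T lymphocytes · Times – 1.5 h cell–vesicle binding at 37 °C, then 20 min icy labelling · Control set – naked vesicles low, QL9 vesicles with vehicle high · Detection – cytometric PE anti-B7-1 and Alexa647 anti-CD8 signals after 1% paraformaldehyde fixation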
T cell modulator vesicle-bound %: recorded beside T cell modulator, whose call it bears; double positive events, %; measured here: CD8+ vesicle-bound cell fraction;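 binding gate set so that unloaded-vesicle control wells show 10% double positive cells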
NTR1 agonist cell count 20 µM: also measured in NTR1 agonist; calls as there; cell count; measured here: cell count, cytotoxicity flag
Myeloid diff 2 GFP+ MAC1+ %: second read-out of Myeloid diff 2, no call of its own (marks repeat the call); GFP+ MAC1+ double positive, %; measured here: differentiation confirmed by MAC1 staining
An asterisk follows results filed as active; i = inactive; u = inconclusive; x = not tested or not shown; [ ] = remark or other dose. Only part of the results is shown. The share of hits here may be higher or lower than overall.

SMILES	RSV antiviral HEp-2	Rac1 GTP hydrolysis	NTR1 agonist	NTR1 agonist cell count 20 µM	Large T inhibition	Myeloid diff 2	Myeloid diff 2 GFP+ MAC1+ %	UTI89 phage lysis	Salmonella PhoP GFP	TNAP activation fold	T cell modulator	T cell modulator vesicle-bound %
CCOC(=O)C(O)(c1ccc(N=Cc2ccccc2O)c(C)c1)C(F)(F)F (stereo not drawn)	-0.4%	9%	-1.1	85	5%	i	0.4	0.2%	7%	1.1	i	48
COC(=O)C1=C(c2c(C)noc2C)C[C@@H]2CC[C@H]1N2C(=O)NCC1CC1	0.8%	-10%	-2.1	54	x	i	0.6	0.3%	x	x	i	58
Cc1ccc(C(O)(C(=O)NNC(=O)CN2CCN(C)CC2)c2ccc(C)cc2)cc1	0.5%	6%	-1.0	83	12%	i	0.3	0.3%	-12%	x	i	46
Cc1ccc2nc(N3CCN(C)CC3)[nH]c2c1	0.2%	8%	0.8	63	3%	i	0.0	-0.7%	-9%	1.1	i	21
O=C1OC(c2ccc([N+](=O)[O-])cc2)=N/C1=C/N1CC2CC(C1)c1cccc(=O)n1C2 (stereo not drawn)	-0.2%	17%	1.8	48	27%	i	0.3	1.5%[50 µM]	-7%	x	i	41
CC(=O)Nc1nc(CCl)cs1	x	11%	-1.7	105	2%	x	x	-0.7%	-2%	1.2	x	x
CO[C@H]1CC=C2CCN3CCC4=C(CC(=O)OC4)[C@]23C1	-0.4%	2%	1.0	57	2%	i	1.9	0.1%	-3%	x	i	32
O=c1[nH]c(=O)n(-c2cccc3ccccc23)c(O)c1/C=N/N1CCCCC1c1cccnc1 (stereo not drawn)	1.7%	13%	0.1	64	5%	i	1.2	0.3%	-10%	1.2	i	61
COC(=O)[C@]1(C)C[C@H]1[C@H](NP(=O)(c1ccccc1)c1ccccc1)c1ccccc1	2.9%	10%	3.8	49	6%	i	0.8	0.3%	5%	1	i	7
Cc1ccc(C)c(NC2=NCCCS2)c1	-0.1%	3%	-0.9	39	10%	i	1.3	0.3%	4%	1.1	i	41
CCCCOC(=O)c1ccccc1C(=O)OCc1ccccc1	0.6%	1%	0.8	52	x	i	3.0	-1.7%	x	x	i	30
CCCCCCNc1nc(OC)nc(N2CC3CC(C2)c2cccc(=O)n2C3)n1 (stereo not drawn)	0.1%	3%	1.2	55	0%	i	0.3	-0.1%	-10%	1.1	i	9
Cc1ccc2c(c1)C1CN(C)CCC1N2C(=O)Nc1cccc(Cl)c1 (stereo not drawn)	-2.8%	12%	-0.3	70	1%	i	1.2	1.4%	-7%	1.1	i	2
COc1ccc(OCC(=O)N2CCN(Cc3ccc4c(c3)OCO4)CC2)cc1	13%	-9%	-0.1	56	12%	i	0.6	0.0%	-7%	1.1	i	44
O=C(c1ccccc1)C(CN1CCCC1)c1ccccc1 (stereo not drawn)	-1.6%	1%	x	x	7%	u	x	5.2%	31%	1.1	i	42

Reprinted at random: two compounds from above, in no set order.
SMILES	RSV antiviral HEp-2	Rac1 GTP hydrolysis	NTR1 agonist	NTR1 agonist cell count 20 µM	Large T inhibition	Myeloid diff 2	Myeloid diff 2 GFP+ MAC1+ %	UTI89 phage lysis	Salmonella PhoP GFP	TNAP activation fold	T cell modulator	T cell modulator vesicle-bound %
O=C(c1ccccc1)C(CN1CCCC1)c1ccccc1 (stereo not drawn)	-1.6%	1%	x	x	7%	u	x	5.2%	31%	1.1	i	42
COC(=O)C1=C(c2c(C)noc2C)C[C@@H]2CC[C@H]1N2C(=O)NCC1CC1	0.8%	-10%	-2.1	54	x	i	0.6	0.3%	x	x	i	58

Remaining list, next part
SMILES	RSV antiviral HEp-2	Rac1 GTP hydrolysis	NTR1 agonist	NTR1 agonist cell count 20 µM	Large T inhibition	Myeloid diff 2	Myeloid diff 2 GFP+ MAC1+ %	UTI89 phage lysis	Salmonella PhoP GFP	TNAP activation fold	T cell modulator	T cell modulator vesicle-bound %
CSc1ncc(CN2CCCC(C(=O)c3ccccc3SC)C2)cn1 (stereo not drawn)	3.9%	-2%	-0.8	49	13%	i	0.4	0.0%	2%	x	i	27
Clc1ccc(OCC#CCN2CCCC2)cc1	-2.5%	x	0.7	51	6%	i	0.5	-1.2%	6%	1.1	i	28
CCOP(=O)(OCC)C(NC(=O)c1ccccc1)C(Cl)(Cl)Cl (stereo not drawn)	1.6%	6%	0.9	65	-1%	i	1.8	0.3%[50 µM]	1%	1.1	i	56
COC(=O)C1=C(c2ccccc2OCc2ccccc2)C[C@@H]2CC[C@H]1N2C(=O)NCCOc1ccccc1Cl	15%	2%	0.2	50	x	i	1.3	-0.4%	x	x	i	55
Cn1c(O)c(C=NCCCNC2CCCCC2)c(=O)n(C)c1=O	-0.3%	13%	-1.3	41	8%	i	0.9	0.2%	-5%	1.1	i	36
CCOc1c(Cl)cc(CNCCc2c[nH]c3ccccc23)cc1OC	0.5%	11%	4.6	62	-7%	i	0.4	0.5%	-6%	1	i	13
Cc1ccc(C(C)C)c(OCC(=O)N2CCN(Cc3nc4cc([N+](=O)[O-])ccc4n3C)CC2)c1	u	4%	4.7	104	5%	i	0.0	0.1%	31%	1.1	i	61
COC(=O)C1=C(c2c(C)noc2C)C[C@@H]2CC[C@H]1N2C(=O)N1CCCC1	-0.5%	10%	-0.9	35	x	i	0.7	1.0%	x	x	i	52
COC(=O)c1ccc(CC(C(=O)c2ccccc2)N(C)C)cc1 (stereo not drawn)	3.7%	4%	1.2	89	7%	i	0.4	1.3%	9%	x	i	48
COc1cc2c(c(OC)c1OC)-c1ccc(O)c(=O)cc1[C@@H](NC(C)=O)CC2	x	5%	-0.1	70	x	i	1.9	-11%	x	x	i	27
CCOP(=O)(OCC)C(NC(=O)Cc1ccccc1)C(Cl)(Cl)Cl (stereo not drawn)	-0.5%	9%	-0.2	43	3%	i	0.1	1.8%	-13%	1.1	i	34
CN1CCN(c2nc(N)cc(=O)[nH]2)CC1	0.2%	5%	0.1	102	7%	i	0.2	0.0%	-5%	x	i	55
O=C(c1ccc(Cl)cc1)C1CCCN(Cc2ccc3c(c2)OCCO3)C1 (stereo not drawn)	-1.5%	12%	2.2	49	22%	i	0.5	-0.7%	0%	1	i	33
COC(=O)C1=C(c2ccc(F)cc2OCc2ccccc2)C[C@@H]2CC[C@H]1N2C(=O)N1CCC(O)CC1	1.7%	7%	0.4	65	x	i	1.4	-0.4%	x	x	i	32
Cc1ccc(-c2nc3ccc(Cl)cc3n2OC(=O)N(C)C)cc1	-0.1%	14%	0.8	46	-3%	i	0.4	2.0%	23%	1.1	i	29
Cc1ccc(-c2nn(Cc3ccccc3)cc2C(=O)O)cc1	2.5%	6%	0.8	57	16%	i	0.7	1.9%[50 µM]	-3%	x	i	30
CC1=NOC2(C)Nc3ncnn3C(c3ccccc3)C12 (stereo not drawn)	1.2%	8%	0.6	89	18%	i	1.1	0.2%	4%	1	i	25
COc1cc(-n2c(=S)[nH]c3ccccc3c2=O)c(Cl)cc1Cl	0.2%	4%	1.3	55	16%	i	1.0	-0.1%	-2%	1.1	i	29
Cc1cccc(C)c1OP(N)(=O)OCC(F)(F)F (stereo not drawn)	2.1%	6%	1.5	31	6%	i	0.5	-0.1%	6%	1	i	47
CC(Cc1ccccc1)NC(=O)Cc1ccc(N(C)C)cc1 (stereo not drawn)	-0.4%	0%	-1.2	55	12%	i	0.2	5.3%	9%	0.9	i	32
COC(=O)C1=Nc2ccccc2/C1=C\c1c(O)n(C)c(=O)n(C)c1=O	2.4%	x	3.4	54	22%	i	0.9	x	-7%	x	i	54
CC1(C)CN=C(Nc2nc3ccccc3s2)S1	3.7%	7%	0.5	31	11%	i	0.6	0.2%	8%	1	i	37
CCOc1ccc(CC2(CCc3ccncc3)C(=O)NC(=O)NC2=O)cc1	1.0%	1%	0.1	30	x	i	0.3	0.4%	x	1	i	34
O=C(CN1CC=C(c2ccccc2)CC1)NC(=O)NCc1ccco1	0.8%	5%	5.1	67	12%	i	0.5	-0.1%	-4%	0.9	i	27
Cc1ccc(C2(O)CC(C)N(C)CC2C)cc1 (stereo not drawn)	0.4%	0%	-1.4	63	2%	i	1.0	1.6%	8%	1.1	i	32
CC(C(=O)c1ccc2ccccc2c1)N1CCCCC1 (stereo not drawn)	-1.3%	4%	-0.2	54	13%	i	0.6	0.1%	3%	1	i	36
O=C(O)C(O)(c1ccccc1)C1CCCCC1 (stereo not drawn)	-0.1%	6%	-0.8	72	0%	i	0.3	0.5%	0%	x	i	42
CN1/C(=C\C=Nc2ccccc2)C(C)(C)c2ccccc21	3.8%	13%	-1.1	89	7%	i	1.1	-0.1%	-8%	1.1	i	48
C[N+]1(C)CCC(OC(=O)C(c2ccccc2)c2ccccc2)CC1	2.2%	0%	-2.0	57	16%	i	1.2	4.6%	1%	x	i	18
c1ccc2c3c([nH]c2c1)C1(CCNCC1)NCC3	-3.0%	-3%	0.5	38	17%	i	1.0	1.0%	-13%	x	i	19

Compound profiles, from the list above. Order of values: RSV antiviral HEp-2	Rac1 GTP hydrolysis	NTR1 agonist	NTR1 agonist cell count 20 µM	Large T inhibition	Myeloid diff 2	Myeloid diff 2 GFP+ MAC1+ %	UTI89 phage lysis	Salmonella PhoP GFP	TNAP activation fold	T cell modulator	T cell modulator vesicle-bound %
Cc1cccc(C)c1OP(N)(=O)OCC(F)(F)F (stereo not drawn) is listed with 2.1%	6%	1.5	31	6%	i	0.5	-0.1%	6%	1	i	47
CCOc1ccc(CC2(CCc3ccncc3)C(=O)NC(=O)NC2=O)cc1 is listed with 1.0%	1%	0.1	30	x	i	0.3	0.4%	x	1	i	34
CC(Cc1ccccc1)NC(=O)Cc1ccc(N(C)C)cc1 (stereo not drawn) is listed with -0.4%	0%	-1.2	55	12%	i	0.2	5.3%	9%	0.9	i	32
Cc1ccc(C2(O)CC(C)N(C)CC2C)cc1 (stereo not drawn) is listed with 0.4%	0%	-1.4	63	2%	i	1.0	1.6%	8%	1.1	i	32
COc1cc(-n2c(=S)[nH]c3ccccc3c2=O)c(Cl)cc1Cl is listed with 0.2%	4%	1.3	55	16%	i	1.0	-0.1%	-2%	1.1	i	29

Assay outcomes deposited in PubChem BioAssay by several laboratories.
